# Screening data: PubChem, Sanford-Burnham Center for Chemical Genomics
# SENP1 FRET inh – human SENP1 catalytic domain inhibitors, primary screen, biochemical, FRET, uHTS; inhibition, % at 10 µM; recombinant SENP1 catalytic domain, CyPet-SUMO1-YPet FRET cleavage; AID 624204, 2012; hit rate 0.21% among 360,000; Sentrin-specific protease 1 (Homo sapiens), Q9P0U3;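 active means inhibition at least 30% at 10 µM, raw YFP signal under a set limit, fluorescence ratio 0.5 to 1.5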;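 further: 0% = enzyme with DMSO and 100% = no enzyme wells; some results filed as inactive read as strong as hits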
# Target sequence (Q9P0U3 419-644 limits assumed): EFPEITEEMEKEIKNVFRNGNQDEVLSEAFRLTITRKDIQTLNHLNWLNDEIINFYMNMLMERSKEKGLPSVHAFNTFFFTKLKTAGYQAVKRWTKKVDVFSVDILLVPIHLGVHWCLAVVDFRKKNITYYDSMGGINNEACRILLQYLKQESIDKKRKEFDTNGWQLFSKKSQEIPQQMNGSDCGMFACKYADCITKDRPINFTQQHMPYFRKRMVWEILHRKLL
#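 Material – human SENP1 catalytic domain · Input – SENP1 enzyme, 20 pM final · Compound dosing – single concentration of 10 µM compound, 0.5% DMSO final · Timing – enzyme reaction for 50 min at room temperature, dark · Measured by – FRET fluorescence in CFP and YFP emission channels · Control set – no-enzyme wells low, DMSO-plus-enzyme wells high control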
# SENP6 inh – SENP6 protease inhibitors, primary screen, biochemical, luminescence, uHTS. Sentrin-specific protease 6 (Homo sapiens), Q9GZR1. Recombinant SENP6 catalytic domain, aminoluciferin luminescence. inhibition, % at 10 µM. hit rate 1.8% among 330,000. AID 2599, 2010;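 active means inhibition above about 50% at the single tested dose, limit read from the data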;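 further: plate controls were DMSO wells with enzyme for no effect and DMSO wells lacking enzyme for full effect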
# Target sequence (Q9GZR1 628-1112 limits assumed): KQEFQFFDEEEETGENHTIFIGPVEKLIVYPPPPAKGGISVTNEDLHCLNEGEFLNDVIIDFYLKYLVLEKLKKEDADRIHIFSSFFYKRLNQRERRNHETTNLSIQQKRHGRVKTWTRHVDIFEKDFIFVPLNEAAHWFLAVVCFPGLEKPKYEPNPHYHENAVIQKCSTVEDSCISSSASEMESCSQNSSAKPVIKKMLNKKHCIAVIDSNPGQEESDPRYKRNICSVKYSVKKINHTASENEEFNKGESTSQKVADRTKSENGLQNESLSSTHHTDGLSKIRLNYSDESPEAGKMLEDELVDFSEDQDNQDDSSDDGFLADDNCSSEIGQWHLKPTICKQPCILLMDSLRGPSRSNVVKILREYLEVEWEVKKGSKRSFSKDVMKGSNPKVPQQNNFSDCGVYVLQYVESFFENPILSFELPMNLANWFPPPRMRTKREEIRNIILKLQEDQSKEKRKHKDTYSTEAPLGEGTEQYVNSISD
# A3G deaminase – APOBEC3G DNA deaminase inhibitors, primary screen, biochemical, fluorescence, single-stranded DNA substrate, uHTS | DNA dC->dU-editing enzyme APOBEC-3G (Homo sapiens), Q9HC16 | recombinant A3G, ssDNA deamination FAM/TAMRA fluorescence | inhibition, % at 20 µM | hit rate 0.28% among 330,000 | AID 493012, 2011;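 active means inhibition of at least 40% at 20 µM, with no more than 30% in the related APOBEC3A deaminase screen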;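 further: plate controls were DMSO wells with A3G for no effect and wells lacking A3G enzyme for full effect; some compounds called inactive have numbers as strong as hits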
# Target sequence (Q9HC16 whole entry, looked up): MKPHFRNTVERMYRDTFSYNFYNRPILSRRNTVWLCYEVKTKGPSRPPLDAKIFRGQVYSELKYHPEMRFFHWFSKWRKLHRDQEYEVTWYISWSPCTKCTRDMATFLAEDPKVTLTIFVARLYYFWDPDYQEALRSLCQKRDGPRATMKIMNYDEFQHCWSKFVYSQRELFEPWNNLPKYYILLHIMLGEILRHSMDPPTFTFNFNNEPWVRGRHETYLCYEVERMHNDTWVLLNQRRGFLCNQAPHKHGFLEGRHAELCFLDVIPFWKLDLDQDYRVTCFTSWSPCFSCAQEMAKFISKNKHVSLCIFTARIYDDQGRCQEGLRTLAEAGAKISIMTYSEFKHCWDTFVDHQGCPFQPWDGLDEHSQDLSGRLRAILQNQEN
# UBC13 inh – UBC13 polyubiquitin chain formation inhibitors, primary screen, biochemical, TR-FRET, uHTS | Ubiquitin-conjugating enzyme E2 N (Homo sapiens), P61088 | inhibition, % at 20 µM | hit rate 0.47% among 330,000; in the data active means inhibition above about 45%, passing the limit was not always enough
# SENP7 block – SENP7 protease inhibitors, primary screen, biochemical, luminescence, uHTS. inhibition, % at 5 µM. Sentrin-specific protease 7 (Homo sapiens), Q9BQF6. recombinant SENP7, Z-RLRGG-aminoluciferin luminescence, 40 min. AID 434973, 2010. hit rate 1.5% among 330,000;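 active means inhibition above about 50% at the single test dose, limit read from the data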;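 further: plate controls were DMSO with enzyme for no effect and no enzyme buffer wells for full effect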
# SENP8 block-1 – SENP8 protease inhibitors, primary screen, biochemical, luminescence; Sentrin-specific protease 8 (Homo sapiens), Q96LD8; purified SENP8, Z-RLRGG-aminoluciferin cleavage; inhibition, % at 10 µM; hit rate 1.2% among 330,000; AID 2540, 2010; in the data active means inhibition above about 50%
# SENP8 block-2 – human SENP8 protease inhibitors, primary screen, biochemical, fluorescence, Nedd8 protein substrate, uHTS; Sentrin-specific protease 8 (Homo sapiens), Q96LD8; recombinant SENP8; inhibition, % at 20 µM; hit rate 0.64% among 360,000; AID 602440, 2012; in the data active means inhibition mostly above about 40%, no sharp cut-off; inactive means mostly below about 27%
# Apaf-1 inh – inhibitors of human Apaf-1 apoptosome, primary screen, biochemical, DEVD-Rh110 fluorescence, uHTS. reconstituted apoptosome caspase-3 activity. inhibition, % at 20 µM. Apoptotic protease-activating factor 1 (Homo sapiens), O14727. AID 489030, 2010. hit rate 0.71% among 330,000; active means inhibition of at least 40% at 20 µM;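 further: plate controls were DMSO wells for no effect and DEVD-CHO caspase inhibitor wells for full effect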
#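 Medium: Hepes buffer, pH 7.5 / System: biochemical Apaf-1 apoptosome reconstitution / Measured by: Rh110 fluorescence, excitation 480 nm, emission 540 nm / Times: compound with Apaf-1, dATP, procaspase-3 30 min, then 50 min reaction, room temperature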
# * marks the source's active call; other numbers are inactive results; nt = not tested or not shown; & = joins results of further samples.
SMILES,SENP1 FRET inh,SENP6 inh,A3G deaminase,UBC13 inh,SENP7 block,SENP8 block-1,SENP8 block-2,Apaf-1 inh
CCOC(=O)N1CCC(Nc2c(NCCCN(CC)Cc3ccccc3)c(=O)c2=O)CC1,1&0,-15,-7,-3,9,-6,14&12,13
CCOC(=O)CSc1nnc(CNc2cccc(Cl)c2)n1C,0,-27,0,-4,-2,-6,29,-2
CCN(CC)C(=O)CSc1nc(-c2ccccc2)cc(=O)[nH]1,-1,4,-2,1,-5,2,7,-6
CC(=O)Nc1ccc(S(=O)(=O)NC2(C(F)(F)F)C(=O)Nc3c2c(=O)[nH]c(=O)n3C)cc1 (stereo unspecified),2,1,-9,11,-4,-4,8,-14
CCN(CC)c1ccc(NC(=O)c2[nH]c(C)c(C(C)=O)c2C)c(C)c1,1,-6,-5,0,-2,0,12,1
NS(=O)(=O)c1ccc(CCNC(=O)c2cc(=O)[nH]c3ccccc23)cc1,0,-17,-1,-3,7,4,-114,2
Nc1nnnn1/N=C/c1ccccc1O,-16,-2,-3,-15,9,-8,-154,-16
Cc1n[nH]c(=O)nc1N/N=C/c1ccco1,1,3,2,-11,10,-4,19,-8
CCOC(=O)Cc1nnc2c(Nc3ccccc3F)nc3nonc3n12,0,6,-3,1,4,1,20,-3
O=C(Cc1cccs1)Nc1nc(-c2cccnc2)cs1,-32,14,7,-7,2,0,-41,0
CS(=O)(=O)Nc1nnc(C2CCCC2)s1,2,3,-2,2,6,-6,6,11
COc1cc([N+](=O)[O-])ccc1NC(=S)NC(=O)CC(C)(C)C,0,5,-10,5,0,2,17,3
Cc1cc(C)nc(SCc2nnc(SCC(=O)Nc3ccc(C)c(C)c3)n2Cc2ccco2)n1,-1,-16,1,4,2,-7,16,39
Nn1c(-c2ccccc2)cc(-c2ccccc2)cc1=O,0,-5,5,-1,-1,-5,-29,3
CC1(c2cccc(Br)c2)NC(=O)N(CC(=O)Nc2ccc(F)cc2)C1=O (stereo unspecified),-1,-35,-9,6,8,1,9,12
CN(C)CCN(C(=O)c1ccc(N2C(=O)CCC2=O)cc1)c1nc2cc3c(cc2s1)OCO3,2,-5,1,-6,6,4,59*,4
C=CCOc1ccc(/C=C2/C(=O)ON=C2C)cc1OC,0,-1,3,-5,0,4,16,5
CC(C)Cn1c(-c2ccco2)nc2c(c(=O)c3ccccc3n2C)c1=O,nt,23,0,-21,-5,-13,nt,4
C/C(=N\Nc1ccc(S(=O)(=O)Nc2ccc(Cl)cc2)cc1[N+](=O)[O-])c1ccc(N2CCOCC2)cc1,3,-6,-6,-42,8,-2,31,-3
CC(C)C(=O)N1CCC2(CC1)Oc1ccc(F)cc1C(=O)C21CC(c2ccccc2)=NO1 (stereo unspecified),1,-31,-5,-3,-4,-11,18,14

# The final two compounds of the section before are carried over, then new ones follow:
SMILES,SENP1 FRET inh,SENP6 inh,A3G deaminase,UBC13 inh,SENP7 block,SENP8 block-1,SENP8 block-2,Apaf-1 inh
C/C(=N\Nc1ccc(S(=O)(=O)Nc2ccc(Cl)cc2)cc1[N+](=O)[O-])c1ccc(N2CCOCC2)cc1,3,-6,-6,-42,8,-2,31,-3
CC(C)C(=O)N1CCC2(CC1)Oc1ccc(F)cc1C(=O)C21CC(c2ccccc2)=NO1 (stereo unspecified),1,-31,-5,-3,-4,-11,18,14
COc1ccccc1NS(=O)(=O)c1cc(NC(=O)c2ccc3ccccc3n2)ccc1Cl,0,-6,-5,-4,-1,-5,1,11
CC(C)OC(=O)/C(=C/c1ccc2c(c1)c1ccccc1n2C)NC(=O)c1ccccc1,-2,34,0,-6,32,9,-254,15
Cc1ccc(C2=NN(C(=O)CSc3nc4ncc(Cl)cc4[nH]3)C(c3ccco3)C2)cc1 (stereo unspecified),-1,-10,2,-4,2,0,0,11
Cc1ccc(C(=O)NC(=S)Nc2cccnc2Cl)cc1,2,5,-13,-6,-11,-10,-3,7
CCOc1ccc(NC(=O)COC(=O)CCS(=O)(=O)c2ccc(C)cc2)cc1,1,-2,3,-2,10,-1,11,7
N=c1n(CCO)c2ccccc2n1CCOc1ccccc1,-1,-18,-2,10,-7,0,21,3
COCCNC(=O)CSc1nc2ccc(N3CCOCC3)cc2c(=O)n1Cc1ccc(OC)cc1,-68,7,1,-7,4,0,-306,20
CC1CCCN(CC(=O)Nc2cc(Cl)ccc2Oc2ccccc2)C1 (stereo unspecified),-1,0,-4,0,0,-1,13,14
COCc1ccc(CN2CCC(n3nccc3NC(=O)C(OC)c3ccccc3)CC2)o1 (stereo unspecified),1,-16,-2,-2,12,-13,5,-3
Cc1ccsc1-c1nc(CN2CCCC2c2ccc(F)cc2)c(C)o1 (stereo unspecified),-3,1,-4,3,-4,-5,-2,5
CCn1nc(NC(=O)Cc2ccc(OC)cc2)c2cc3cc(C)ccc3nc21,-37,4,-3,7,-2,-1,17,-30
CCOC(CNC(=O)CN1C(=O)COc2ccc(S(=O)(=O)N3CCCC3)cc21)OCC,3,13,-4,-1,-2,4,2,-4
CN(C)S(=O)(=O)c1ccc(NC(=O)CN2CCCCCC2)cc1,0,-23,-6,2,3,0,13,6
O=C(O)c1cccc(Nc2nc(C(F)(F)F)nc3ccccc23)c1,3,-8,2,4,3,6,-86,5
CC(=O)NC(=S)NNC(=O)c1ccc(Br)cc1,1,8,22,79*,5,4,11,-57
COc1cccc(-c2cc(C(=O)Nc3cccnc3)c3ccccc3n2)c1,-1,-8,-4,-1,-4,-10,-76,17
CCC(=O)Nc1ccc(C(=O)NNC(=O)c2cccs2)cc1,4,-11,1,2,6,3,10,-3
CN(c1ccc(F)cc1)S(=O)(=O)c1ccc(Cl)c(C(=O)OCC(=O)NCc2ccco2)c1,3,-10,-7,0,2,-3,-2,2
CC(=O)Nc1ccc(NC(=O)C(C)OC(=O)CCCc2c[nH]c3ccccc23)cc1 (stereo unspecified),0,-2,-7,7,4,17,-4,4
CCOC(=O)C(=CNc1ccccc1C)C(=O)OCC,1,-8,-7,-10,8,2,-4,2

# 16 compounds already listed, sorted by molar mass, ascending:
SMILES,SENP1 FRET inh,SENP6 inh,A3G deaminase,UBC13 inh,SENP7 block,SENP8 block-1,SENP8 block-2,Apaf-1 inh
CCOC(=O)C(=CNc1ccccc1C)C(=O)OCC,1,-8,-7,-10,8,2,-4,2
N=c1n(CCO)c2ccccc2n1CCOc1ccccc1,-1,-18,-2,10,-7,0,21,3
Cc1ccc(C(=O)NC(=S)Nc2cccnc2Cl)cc1,2,5,-13,-6,-11,-10,-3,7
CC(=O)NC(=S)NNC(=O)c1ccc(Br)cc1,1,8,22,79*,5,4,11,-57
CCC(=O)Nc1ccc(C(=O)NNC(=O)c2cccs2)cc1,4,-11,1,2,6,3,10,-3
O=C(O)c1cccc(Nc2nc(C(F)(F)F)nc3ccccc23)c1,3,-8,2,4,3,6,-86,5
CN(C)S(=O)(=O)c1ccc(NC(=O)CN2CCCCCC2)cc1,0,-23,-6,2,3,0,13,6
COc1cccc(-c2cc(C(=O)Nc3cccnc3)c3ccccc3n2)c1,-1,-8,-4,-1,-4,-10,-76,17
CC1CCCN(CC(=O)Nc2cc(Cl)ccc2Oc2ccccc2)C1 (stereo unspecified),-1,0,-4,0,0,-1,13,14
CCn1nc(NC(=O)Cc2ccc(OC)cc2)c2cc3cc(C)ccc3nc21,-37,4,-3,7,-2,-1,17,-30
CCOc1ccc(NC(=O)COC(=O)CCS(=O)(=O)c2ccc(C)cc2)cc1,1,-2,3,-2,10,-1,11,7
CC(=O)Nc1ccc(NC(=O)C(C)OC(=O)CCCc2c[nH]c3ccccc23)cc1 (stereo unspecified),0,-2,-7,7,4,17,-4,4
CC(C)OC(=O)/C(=C/c1ccc2c(c1)c1ccccc1n2C)NC(=O)c1ccccc1,-2,34,0,-6,32,9,-254,15
COCc1ccc(CN2CCC(n3nccc3NC(=O)C(OC)c3ccccc3)CC2)o1 (stereo unspecified),1,-16,-2,-2,12,-13,5,-3
Cc1ccc(C2=NN(C(=O)CSc3nc4ncc(Cl)cc4[nH]3)C(c3ccco3)C2)cc1 (stereo unspecified),-1,-10,2,-4,2,0,0,11
CCOC(CNC(=O)CN1C(=O)COc2ccc(S(=O)(=O)N3CCCC3)cc21)OCC,3,13,-4,-1,-2,4,2,-4

# Additional results follow:
SMILES,SENP1 FRET inh,SENP6 inh,A3G deaminase,UBC13 inh,SENP7 block,SENP8 block-1,SENP8 block-2,Apaf-1 inh
O=C(NC1=NCCS1)C1COc2ccccc2O1 (stereo unspecified),2,82*,1,6,85*,64*,21,-4
CC(Sc1nc(-c2ccco2)nc2c1c(=O)n(C)c(=O)n2C)C(=O)O (stereo unspecified),0,-18,1,3,5,1,10,-16
Cc1nn(Cc2cccc(C(=O)NC(C)c3ccc(C(C)(C)C)cc3)c2)c(C)c1[N+](=O)[O-] (stereo unspecified),2,-2,2,-1,-13,-4,7,13
COc1ccc(/C=C/C(=O)Nc2cc(S(=O)(=O)N3CCCCC3)ccc2N2CCCCC2)cc1OC,-2,-16,-10,2,-7,3,-50,22
CCO/C=C1\N=C(c2ccc(F)cc2)OC1=O,0,-8,-2,-6,13,1,10,2
Cc1cc(C)nc(SCc2cc(=O)c(OC(=O)c3ccco3)co2)n1,0,-2,1,-3,6,3,26,-1
CC(=O)c1ccc(S(=O)(=O)NCCC(=O)NC(C)c2ccncc2)cc1 (stereo unspecified),-1,-8,-5,8,-4,2,12,-2
O=C(Cc1n[nH]c(=O)c2ccccc12)Nc1cccc(S(=O)(=O)N2CCCC2)c1,1,5,-2,13,-5,1,17,-15
O=[N+]([O-])c1cc(S(=O)(=O)NCCCN2CCOCC2)ccc1Cl,3,-11,1,8,3,0,16,-23
COC(=O)c1cc(OC)c(OC)cc1N1C(=O)CCCC1=O,-1,-12,-1,3,3,2,11,2
COC(=O)CSc1nnc(CNC(=O)Cc2ccccc2)n1C,2,-2,-5,7,6,-8,15,-13
O=C1NC(=O)/C(=C\c2ccc(OCc3cnc(Cl)s3)cc2)S1,1,35,-5,-5,3,29,-6,5
Cc1ccc(NC(=O)COC(=O)C(NS(=O)(=O)c2ccc(Cl)cc2)C(C)O)cc1 (stereo unspecified),2,-12,-3,0,1,-5,4,4
CCOC(=O)N1CCN(S(=O)(=O)c2ccc(Br)s2)CC1,0,-6,-1,-8,-6,-4,13,12
CC(C)C(OC(=O)CCCC(=O)Nc1nccs1)C(=O)NC1CCCCC1 (stereo unspecified),2,2,-5,8,3,2,9,-1
CC1(C)Cc2ccccc2C(C(Cc2ccccc2)C(N)=O)=N1 (stereo unspecified),-3,-10,-6,0,1,2,13,-6
Cc1ccc(-n2ncc(C(=O)NC3CC3)c2C2CCN(C(=O)OC(C)(C)C)CC2)c(C)c1,1,6,1,-9,4,-1,12,6
COc1ccc(CCNC(=O)CN2C(=O)COc3ccc(S(=O)(=O)N4CCCC4)cc32)cc1OC,2,1,-4,-4,-16,-13,-11,-1
COc1ccc(Cl)cc1S(=O)(=O)N1CCC(C(=O)NC2CC2)CC1,-1,-6,-8,-2,8,-1,8,-12
